LDHA block: inhibitors of human lactate dehydrogenase A | P00338 | purified LDHA, NADH/diaphorase-resazurin fluorescence; hits give low values | activity change, % (values are at about 110 or 230 µM) | AID 1347041 | 480,000 compounds, 0.15% hits; in the data active = activity change below about -30%; inconclusive = mostly about -25% to -30%;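 also: plate controls were DMSO wells for no effect and wells without enzyme for full effect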
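LDH5 2 nM; NADH 0.06 mM, pyruvate 0.2 mM; 200 mM Tris pH 7.4, EDTA, Tween-20; 5 min RT. Detection: diaphorase 0.133 mg/mL + resazurin 37 µM, fluorescence ex540/em590 at 0 and 20 min; normalized to enzyme-free and DMSO wells.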
Glioma ERSR ind: induces the endoplasmic reticulum stress response in human glioma cells; U87-MG GRP78 promoter luciferase reporter, 16 h; AID 602332; Potency, µM, inactives show at the highest dose activation, actives largely listed as activators; 420,000 compounds, 0.02% hits; also: potency is read from the fitted curve at half-maximal effect; series mostly up to about 76 µM; % of control where 0% means no effect; nearly all actives have a fitted effect of over 35% in size
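Stably transfected U87-MG glioma cells carrying a GRP78-based luciferase sensor; 16 h compound incubation. Luminescence end-point read 10 min after Bright-Glo addition at room temperature.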
D1 PAM: potentiators of human D1 dopamine receptor; HEK293 TREx D1 cells, calcium flux, dopamine EC20 potentiation; potentiation, % at 10 µM; 360,000 compounds, 0.036% hits; in the data active = potentiation above about 30%; also: 0% is about no effect
Target sequence (P21728 whole entry, looked up): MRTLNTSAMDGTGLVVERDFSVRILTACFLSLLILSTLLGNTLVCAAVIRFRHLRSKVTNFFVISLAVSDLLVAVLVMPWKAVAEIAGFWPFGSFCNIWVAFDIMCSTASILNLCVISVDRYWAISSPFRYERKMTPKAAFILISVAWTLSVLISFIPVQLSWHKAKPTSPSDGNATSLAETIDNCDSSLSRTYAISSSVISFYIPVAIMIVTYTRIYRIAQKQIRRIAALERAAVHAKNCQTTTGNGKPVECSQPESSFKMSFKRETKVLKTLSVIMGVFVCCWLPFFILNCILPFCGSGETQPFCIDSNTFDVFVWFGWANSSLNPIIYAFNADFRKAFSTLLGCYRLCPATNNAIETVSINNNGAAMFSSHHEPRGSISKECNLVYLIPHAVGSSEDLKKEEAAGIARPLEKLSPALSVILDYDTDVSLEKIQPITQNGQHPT
D1 agonist: human D1 receptor agonism. HEK293 T-REx D1 cells, calcium flux, agonist mode. P21728. AID 504660. activation, % at 2 µM. 360,000 compounds, 1% hits; in the data active = activation above about 30%; also: 0% is about no effect
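Agonism was scored from calcium flux recorded over 180 s (1 read/s) after pintool compound addition, following a 10-cycle baseline. Cells were inducible force-coupled HEK293 TREx D1, plated overnight at 30 C and loaded with no-wash calcium dye.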
Vif-APOBEC3F blk: Vif-A3F binding inhibition; HeLa A3F-eYFP + Vif (tagged APOBEC3F with the HIV-1 protein that degrades it), YFP fluorescence increase; Potency, µM (highest dose often 46.1 µM), inactives show at the highest dose activity, negative = active; 390,000 compounds, 0.2% hits; also: potency is read from the fitted curve at half-maximal effect; % of control where 0% means no effect; nearly all actives have a fitted effect of over 65% in size
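Fluorescence increase (Ex 488/Em 500-530) after overnight compound treatment at 37 deg C flags inhibition of Vif-driven A3F-eYFP loss in stable HeLa A3F-eYFP/Vif cells seeded overnight beforehand.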
D2 PAM: D2 dopamine receptor (human) potentiation. HEK293 T-REx D2, calcium flux, EC20 dopamine potentiation. potentiation, % at 10 µM. AID 485347. 340,000 compounds, 0.34% hits. P14416;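 active = potentiation over 3 SD above the plate norm, cut at about 30% in these data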; also: 0% is about no effect
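Cells plated with tetracycline inducer and held overnight at 30 C; calcium dye loaded 30–90 min at room temperature; baseline taken, compound added and read 180 s; EC20 dopamine then added and read 180 s.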
Vif-APOBEC3G blk: blocks the Vif interaction with human APOBEC3G; Q9HC16; HeLa A3G-eYFP + Vif (tagged APOBEC3G with the HIV-1 protein that degrades it), YFP fluorescence, overnight; Potency, µM (doses to about 46.1 µM), for inactives: at the highest dose activity, negative = active, actives largely listed as inhibitors; 410,000 compounds, 0.076% hits; AID 602310;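 also: potency is read from the fitted curve at half-maximal effect; % is scaled to controls: 0 for no effect and ±100 for the full control effect; nearly all actives have a fitted effect of over 60% in size; hits raise eYFP signal because A3G escapes Vif-driven loss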
Target sequence (Q9HC16 whole entry, looked up): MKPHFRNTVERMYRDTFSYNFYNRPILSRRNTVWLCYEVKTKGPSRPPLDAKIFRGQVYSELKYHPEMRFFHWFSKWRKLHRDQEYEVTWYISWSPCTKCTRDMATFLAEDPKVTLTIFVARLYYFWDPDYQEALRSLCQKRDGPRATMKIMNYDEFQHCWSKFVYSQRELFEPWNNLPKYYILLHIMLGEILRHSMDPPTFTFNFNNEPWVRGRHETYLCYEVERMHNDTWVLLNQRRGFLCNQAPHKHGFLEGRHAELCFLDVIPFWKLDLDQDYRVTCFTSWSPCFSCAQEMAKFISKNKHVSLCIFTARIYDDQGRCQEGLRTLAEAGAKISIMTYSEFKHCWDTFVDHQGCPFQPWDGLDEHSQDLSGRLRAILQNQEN
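HeLa cells stably expressing Vif and C-terminally eYFP-tagged A3G, seeded overnight at 37 deg C, then exposed to compound by pintool overnight at 37 deg C. Rise in yellow fluorescence (Ex 488/Em 500-530, Acumen) marks blocked Vif-driven A3G degradation.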
D1 antag: antagonists of human D1 dopamine receptor; P21728; HEK293 TREx D1 cells, calcium flux, dopamine EC80; hits give low values; activity change, negative = inhibition, % at 10 µM; 360,000 compounds, 3.2% hits; AID 504652; in the data active = activity change below about -30%; also: % is scaled to controls: 0 for no effect and ±100 for the full control effect
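Calcium flux readout: force-coupled, inducible Hek293 Trex D1 line, cells induced overnight at 30 C with tetracycline, dye-loaded 30–90 min at RT. Antagonism scored against EC80 dopamine challenge given 180 s after compound.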
RXFP1 ag: agonists of human relaxin receptor RXFP1 | Potency, µM (highest dose often 57.5 µM), inactives show at the highest dose activation, hits mostly activators | Q9HBX9 | HEK293T-RXFP1 cAMP TR-FRET, 30 min; response scale: percent of porcine relaxin response, buffer zero | 370,000 compounds, 0.3% hits | AID 2676; also: potency is read from the fitted curve at half-maximal effect; % is scaled to controls: 0 for no effect and ±100 for the full control effect; nearly all actives have a fitted effect of over 60% in size; many of its hits are not listed in these tables
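Agonist response is measured as cAMP accumulation in an RXFP1-transfected HEK293T line under PDE4 inhibition. Values are scaled between buffer-only and 29 nM porcine relaxin, and EC50s come from standard Hill equation fits.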
* hit, by the source's call; ? = inconclusive; nt = not tested or not shown; & = joins results of further samples. Unless noted, calls follow the shape of the dose curve; as a rule, active = well fitted curve in the direction sought with a large enough effect; inconclusive = small, poorly fitted or top-dose-only effect, or another doubt; inactive = no such curve, though single readings can be large; an effect the other way counts as inactive or inconclusive. Not all compounds are listed (hit frequency here may not be typical).

SMILES | LDHA block | Glioma ERSR ind | D1 PAM | D1 agonist | Vif-APOBEC3F blk | D2 PAM | Vif-APOBEC3G blk | D1 antag | RXFP1 ag
COc1cc(N2C(=O)CSC23C(=O)N(Cc2cccc(F)c2)c2ccccc23)cc(OC)c1OC (stereo not given) | 8 | -4% | -1 | 2 | -1% | 4 | -1% | -14 | 0.6%
COc1ccc(OC)c(/C=C/c2c([N+](=O)[O-])c(=O)n(C)c(=O)n2C)c1 | -2 | -4% | -3 | -1 | -7% | 0 | 2% | -13 | -0.8%
COCCn1c(C)cc(C2=NNC(=Nc3ccc(F)cc3)SC2)c1C | 5 | -3% | 3 | 3 | -5% | 10 | 2% | 4 | 0.5%
Cc1ccc(OCC(=O)N/N=C\c2ccco2)c(C)c1 | -3 | 0% | -2 | 3 | -7% | 2 | -8% | 2 | 0.9%
Cc1cc(C(=O)N/N=C\c2cc(C(C)(C)C)ccc2O)n[nH]1 | 1 | 0% | 2 | 3 | 5% | -1 | -19% | 3 | 1.2%
CCN(Cc1ccccc1)Cc1c(O)ccc2c(=O)c(-c3ccc(Cl)cc3Cl)coc12 | -4 | nt | 2 | -1 | nt | -2 | nt | -1 | 3.6%
O=C(CSc1nnc(-c2ccncc2)o1)Nc1ccccc1Cl | 4 | 7% | 6 | 2 | 2% | 6 | 0% | -3 | 0.9%
CCN(CC(=O)NC1CCS(=O)(=O)C1)C(=O)c1ccc(OC)c([N+](=O)[O-])c1 (stereo not given) | -3 | -5% | 2 | 1 | -7% | nt | -11% | 8 | 0.9%
COc1ccccc1NC(=O)Nc1ccnn1C1CCN(C(=O)c2cscn2)CC1 | 0 | 4% | 3 | 2 | -5% | 0 | -1% | -13 | 3.1%
Clc1ccc(OCc2nnc(SCc3nc4ccccc4[nH]3)n2Cc2ccco2)cc1 | 0 | 8% | 0 | 6 | -5% | -12 | 0% | -9 | 0.2%
CNC(=O)c1c2c(nc3ccc(Br)cc13)CCCC2 | -6 | -1% | 1 | 1 | -10% | 23 | -12% | 2 | ?
O=C(OCc1nnc(-c2ccccc2)o1)C1CC(=O)N(c2ccccc2)C1 (stereo not given) | 0 | -1% | 19 | 1 | -6% | 0 | 2% | -11 | -0.3%
CCCCNC(=O)CCC(=O)Nc1ccc2nc(N3CCN(C)CC3)cc(C)c2c1 | -11 | -3% | 0 | 3 | 0% | 7 | 1% | 2 | 0.3%
CCOc1ccc(C(=O)Nc2c3c(nn2-c2ccc(F)cc2)CS(=O)C3)cc1 (stereo not given) | -5 | -5% | -1 | 1 | nt | -5 | 1% | 3 | 1.3%
O=C(Nc1cccc(F)c1)c1ccc2c(c1)OCCO2 | -12 | -5% | -8 | 3 | -1% | 8 | 1% | -14 | 0.6%
Cn1ccnc1SCC(=O)NC1CCCC1 | -1 | 3% | 5 | 2 | -15% | nt | 0% | 9 | -0.9%
CCOc1ccc(-n2c(SCC(=O)Nc3nccs3)nc3c(c2=O)SCC3)cc1 | -1 | -2% | 4 | 4 | -5% | 2 | 0% | 22 | 2.6%
O=C(CCNS(=O)(=O)c1ccccc1C(F)(F)F)NCCCN1CCOCC1 | -5 | -5% | nt | nt | ? | nt | 0% | nt | nt
Cc1nonc1NC(=O)CSc1nc2ccccc2[nH]1 | -4 | 1% | -2 | 1 | 4% | -6 | 3% | 4 | 3.4%
C=CCn1c2ccccc2c2nnc(SCCN3CCCCC3)nc21 | -6 | -3% | -6 | 4 | 3% | 3 | 3% | 0 | 1.2%
Cc1ccc(C(=O)N/C(=C\c2ccc([N+](=O)[O-])cc2)C(=O)NCCc2ccccc2)cc1 | -4 | -5% | 2 | 6 | 0% | -8 | 2% | -10 | 0.0%
O=C(C1=C[C@@H](c2ccc(C(F)(F)F)cc2)C[C@@H](OCc2ccc(CO)cc2)O1)N1CCN(Cc2ccc3c(c2)OCO3)CC1 | 0 | -4% | -4 | 2 | 6% | -8 | 2% | -7 | -1.9%
Cc1cc(N2CCCC2)n2nc(C)c(-c3ccccc3)c2n1 | nt | nt | 0 | 1 | nt | 3 | nt | 2 | 5.3%
O=C(Nc1ccccc1)Nc1nccs1 | -6 | 4% | 0 | 4 | 8% | 6 | -6% | -18 | -0.6%
CC(C)Oc1ccc(C(=O)N(CN2CCCC2=O)c2ccc(F)cc2)cc1 | -7 | 2% | 11 | 0 | -7% | 5 | 0% | 10 | -0.9%
CCn1cnc2c1c(=O)n(CC(=O)NCC(F)(F)F)c(=O)n2Cc1ccccc1 | -7 | -6% | -7 | 0 | 18% | -1 | 6% | 2 | 0.5%
COc1cccc(C(=O)O/N=C(\N)Cc2ccc(Cl)cc2)c1 | -4 | 0% | 4 | 1 | -23% | -3 | -8% | -14 | 0.5%
COc1cccc(-c2cc(C(=O)N3CCCCC3C)no2)c1 (stereo not given) | -3 | -4% | -11 | 2 | -5% | -1 | 0% | -24 | -3.3%
CC(C)CCNC(=O)C1CCN(S(=O)(=O)c2ccc3c(c2)CC(C)N3C(=O)C2CC2)CC1 (stereo not given) | -5 | -3% | 3 | 3 | 8% | -4 | 0% | 2 | 0.6%
CC(C)(C)OC(=O)N[C@@H](CC(=O)OCc1ccccc1)C(=O)O | -4&-7 | -1% | 1 | 3 | -12% | 20 | -2% | 3 | 3.7%

Looked up one by one from above, six records:
SMILES | LDHA block | Glioma ERSR ind | D1 PAM | D1 agonist | Vif-APOBEC3F blk | D2 PAM | Vif-APOBEC3G blk | D1 antag | RXFP1 ag
CC(C)CCNC(=O)C1CCN(S(=O)(=O)c2ccc3c(c2)CC(C)N3C(=O)C2CC2)CC1 (stereo not given) | -5 | -3% | 3 | 3 | 8% | -4 | 0% | 2 | 0.6%
Cc1ccc(C(=O)N/C(=C\c2ccc([N+](=O)[O-])cc2)C(=O)NCCc2ccccc2)cc1 | -4 | -5% | 2 | 6 | 0% | -8 | 2% | -10 | 0.0%
Cc1cc(N2CCCC2)n2nc(C)c(-c3ccccc3)c2n1 | nt | nt | 0 | 1 | nt | 3 | nt | 2 | 5.3%
O=C(Nc1ccccc1)Nc1nccs1 | -6 | 4% | 0 | 4 | 8% | 6 | -6% | -18 | -0.6%
COc1cccc(-c2cc(C(=O)N3CCCCC3C)no2)c1 (stereo not given) | -3 | -4% | -11 | 2 | -5% | -1 | 0% | -24 | -3.3%
CC(C)(C)OC(=O)N[C@@H](CC(=O)OCc1ccccc1)C(=O)O | -4&-7 | -1% | 1 | 3 | -12% | 20 | -2% | 3 | 3.7%

Additional structures:
SMILES | LDHA block | Glioma ERSR ind | D1 PAM | D1 agonist | Vif-APOBEC3F blk | D2 PAM | Vif-APOBEC3G blk | D1 antag | RXFP1 ag
COc1ccc(C2Oc3ccccc3C3=C2C(c2cccs2)n2ncnc2N3)cc1 (stereo not given) | -4 | -6% | -4 | 3 | nt | 12 | ? | nt | 0.6%
COC(=O)c1cccnc1-n1c(=O)c2cccnc2n(Cc2ccc(Cl)cc2)c1=O | -4 | 1% | -2 | 1 | -7% | -8 | -6% | -10 | 2.1%
CC1(C)C(=O)Nc2ccccc2N1C(=O)COC(=O)Cc1ccc(Cl)c(Cl)c1 | 0 | -3% | nt | nt | 6% | nt | 1% | nt | nt
CCOc1ccccc1C(=O)Nc1cc(-c2nc3cccnc3s2)ccc1C | -9 | nt | 3 | 16 | nt | 11 | nt | 27 | -1.0%
Cc1ccc(NC(=O)C2CCCN(S(=O)(=O)c3ccc4[nH]c(=O)ccc4c3)C2)cc1Cl (stereo not given) | -12 | 0% | -9 | 4 | -3% | 2 | -19% | -48* | 5.3%
CSc1ccc(NC(=O)NCCCN2CCN(c3ccccc3F)CC2)cc1 | -3 | 5% | -4 | 37* | -16% | -20 | 2% | -73* | -3.2%
CC1CCN(c2c(NCc3ccc(C(=O)NCCc4ccc(Cl)cc4)cc3)c(=O)c2=O)CC1 | -12 | -1% | -9 | 0 | ? | -21 | 0% | 12 | 3.6%
CCCNC(=O)NC(=O)COC(=O)CC(NC(N)=O)c1ccc(Cl)cc1 (stereo not given) | -9 | 0% | 4 | 3 | -11% | 17 | 2% | -8 | 0.4%
CCCNC(=O)c1cnc(Sc2ncc(C(F)(F)F)cc2Cl)n1C | -5 | -6% | -20 | 3 | 4% | -8 | 0% | -5 | -0.1%
O=C(c1ccccc1)N(c1ccccc1)c1nccc2ccccc12 | -4 | -1% | nt | nt | -1% | nt | -2% | nt | nt
Cc1oc(-c2cccc3ccccc23)nc1CN1CCC[C@H]1CO | -2 | -1% | -4 | 1 | 1% | -19 | 0% | -4 | 0.4%
O=C(COc1ccccc1Cl)Nc1ccc(CN2CCOCC2)cc1 | -6 | 4% | -13 | 9 | -11% | 3 | 4% | 5 | 0.0%
NCC(=O)Nc1ccc(Cl)cc1C(=O)c1ccc[nH]1 | 0 | -4% | -5 | 5 | 2% | 14 | 2% | 7 | 2.0%
CC(C)C[C@H]1CN=C(N(C)C)N1CC(C)C | -7 | -3% | nt | nt | -11% | nt | 0% | nt | nt
COc1ccc(S(=O)(=O)N2CCCCC2)cc1NC(=O)CSc1ncnc2ccccc12 | -3 | -2% | 1 | 2 | 7% | 6 | 1% | -11 | ?
CN(C)/C=N/C1=C(C#N)C(c2ccc(Br)cc2)c2ccc3ccccc3c2O1 (stereo not given) | 7 | -2% | -1 | 5 | 2% | -2 | -4% | -8 | 3.7%
Cc1cccc(NC(=O)c2cccc(N3C(=O)C4C5C=CC(C6CC56)C4C3=O)c2)c1 (stereo not given) | -6 | -3% | 1 | 4 | 3% | 12 | -3% | -8 | -1.9%
O=C(c1cc(-c2cccc(O)c2)on1)N1CCOCC1 | -3 | -11% | 4 | 8 | 1% | 6 | -1% | 6 | -0.2%

Source: PubChem
